Screening results from PubChem.
GSIS activator = GLuc luminescence reporter in INS-1E cells, primary screen for activators of glucose-dependent secretion of insulin | INS-1E GLuc reporter insulin secretion, 2-3 h | activation, % at 16.6 µM | 370,000 tested, 0.61% active | AID 743287;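 active means lowest replicate activation of at least 40%, so every replicate reaches that level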;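 further: 0% = median of neutral control wells and 100% = median of IBMX positive control wells; some compounds called inactive have numbers as strong as hits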
DENV2 CPE rescue = DENV2-induced cell death inhibition. DENV2-infected cells, cytopathic effect rescue, plate reader. CPE inhibition, % at 9.99 µM. 350,000 tested, 1.7% active; in the data active means CPE inhibition above about 20%, passing the limit was not always enough; inconclusive means no clear call, values can overlap the other calls; tested in BHK-21 cells;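 further: 0% = median of neutral control wells and 100% = median of positive control wells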
F508del corr = CFTR F508del correction in bronchial cells; CFBE cells, YFP halide quenching; stimulated with forskolin plus potentiator P3; % fluorescence drop versus neutral controls; 350,000 tested, 0.36% active; AID 720511; activity (quench increase), % at 7.58 µM;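 active means mean added fluorescence quench of at least 8% versus neutral control, with both replicates also reaching 8%; inconclusive means only one of the mean or replicate conditions met; inactive means mean below 8% and not both replicates reaching 8%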;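 further: cells transiently co-express mutant CFTR-F508del with the halide-sensitive YFP; corrector assay measuring rescue of mutant channel to the surface after 24 h compound exposure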
PAX8 inh HTS = lowers PAX8-driven luciferase in RMG-I cells; inhibition, % at 12.6 µM; RMG-I TPO-luciferase reporter, SteadyGlo, 24 h; AID 652154; 360,000 tested, 1.2% active;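 active means mean replicate inhibition at least 60% with every replicate also reaching 60%; inconclusive means only one of the two criteria is met; inactive means mean below 60% and not all replicates reaching 60%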;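 further: luciferase light reporting Pax8 driven TPO promoter activity; plate controls were median of neutral control wells for no effect and mitoxantrone controls for full effect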
miR122 inh = blocks miR-122 activity in Huh7 sensor cells. 340,000 tested, 0.3% active. Huh7 miR-122 Renilla luciferase sensor, 48 h; neutral wells = 0, positive control = 100. activation (reporter increase), % at 12.5 µM;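 active means mean replicate activation score at least 90 and every replicate individually at or above 90; inconclusive means only one of the two criteria met; inactive means neither criterion met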;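 further: higher luciferase means less miR-122 activity so hits act as miR-122 inhibitors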
FN deposition inh = fibronectin deposition inhibition. AH1F fibroblasts, Alexa488-fibronectin deposition fluorescence, overnight. inhibition, % at 12.6 µM. 350,000 tested, 0.086% active;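 active means mean inhibition across replicates of 30% or more, regardless of how many single replicates reach that level; inconclusive means mean under 30% yet at least half of replicates reach 30%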;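 further: positive control wells lacked labelled fibronectin entirely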
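Assay system: AH1F fibroblasts assembling fluorescent fibronectin matrix; Amount: 10000 AH1F cells per well; Buffer or medium: DMEM, 2% serum; Probe or stimulus: Alexa488-fibronectin, 24 nM final in well; Doses: single compound dose, delivered by pin transfer; Incubation: 1 h adhesion, overnight exposure; Measured by: fluorescence 485/525 nm; Read-out: fibronectin deposition inhibition.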
EWS-Fli inh = blocks EWS/Fli oncoprotein-driven transcription | 350,000 tested, 0.67% active | inhibition, % at 12.6 µM | AID 651661 | A673 NR0B1-luciferase reporter, viability-normalised;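 active means mean inhibition of at least 50% after viability correction, with every replicate also passing that limit; inconclusive means mean reaches 50% but only one of two replicates passes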;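 further: firefly luciferase signal divided by Alamar Blue viability fluorescence both relative to DMSO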
* hit, by the source's call; ? = inconclusive; · = not tested or not shown; [ ] = remark or other dose.

smiles,GSIS activator,DENV2 CPE rescue,F508del corr,PAX8 inh HTS,miR122 inh,FN deposition inh,EWS-Fli inh
CCCNC(=O)N1CC2(CN(CC3CCOCC3)C2)c2c([nH]c3cc(OC)ccc23)[C@H]1CO,5,0,-3.0,·,·,·,5
O=C(NN1CCOCC1)c1c(-c2ccccc2)sc2ccccc12,16,?,-0.2,1,1,-4,2
O=C(C1CCCC1)N1CC2(C1)[C@H](c1ccccc1)[C@@H](CO)N2Cc1ccc(Cl)cc1,2,3,-2.7,·,·,11,1
C[C@@H]1CCCCO[C@@H](CN(C)C(=O)C2CCCCC2)[C@@H](C)CN([C@H](C)CO)C(=O)c2cc(NC(=O)Nc3ccccc3)ccc2O1,5,-10,-2.8,-1,7[16.7 µM],4,-7
C[C@@H]1CN([C@H](C)CO)C(=O)c2cc(NS(=O)(=O)c3ccc(Cl)cc3)ccc2O[C@@H]1CN(C)CC1CC1,3,·,3.0,-11,4[16.7 µM],·,1
O=C(C[C@H]1CC[C@@H](NC(=O)C2CCOCC2)[C@H](CO)O1)Nc1ccccc1,6,4,-2.2,·,·,·,-9
CC(C)Cc1nnc(NC(=O)C2CCN(C(=O)c3ccc(Cl)cc3)CC2)s1,4,-7,-2.2,-15,-1,3,1
Cc1noc(/C=C/c2ccco2)c1S(=O)(=O)N1CCC(C(=O)NC(C)c2ccccc2)CC1 (configuration not stated),11,12,2.0,94*,·,-2,5
CCCC(=O)NC(c1cccs1)c1cc(Cl)c2cccnc2c1O (configuration not stated),3,?,0.3,50,2,12,2
O=[N+]([O-])c1ccc(/C=N/N/C(=N/c2ccccn2)c2ccccn2)cc1,-1,-4,-2.3,·,1,·,-79
Cc1ccc(C(=O)OCc2nc(N)nc(Nc3ccccc3C)n2)cc1,-18,·,·,4,-7,-10,·
O=C(COC(=O)c1ccc(O)cc1)Nc1nccs1,-5,-5,0.4,-46,-3,0,2
CNC(=O)c1ccc(CNC(=O)OCc2ccccc2)cc1,-2,-2,-2.6,-2,5,-9,-4
O=C(Nc1c[nH]c(=O)[nH]c1=O)c1cccc(F)c1,-10,11,2.5,15,8,8,-17
O=C(OCC(=O)N1CCC(Cc2ccccc2)CC1)c1ccccc1O,·,1,0.4,-125,-1,0,-23

Later entries.
smiles,GSIS activator,DENV2 CPE rescue,F508del corr,PAX8 inh HTS,miR122 inh,FN deposition inh,EWS-Fli inh
COc1ccc2c(c1)CCc1c(C(=O)Nc3ccn(Cc4ccc(C)cc4)n3)noc1-2,·,12,-0.9,·,-4,·,4
CCOc1ccccc1N(CC)C(=O)c1nn(C)c2c1CSc1ccccc1-2,4,-4,-1.3,30,47,3,·
CCOc1ccc(CNC(=O)C(C)n2nc(C)c3c(C)n(-c4ccccc4)nc3c2=O)cc1 (configuration not stated),3,-2,-1.2,-5,5,2,·
CC(=O)Nc1ccc(NC(=O)CN2C(=O)COc3ccc(S(=O)(=O)N4CCOCC4)cc32)cc1,-10,0,0.0,-10,0,5,1
Cc1ccc(S(=O)(=O)N(C)C[C@@H]2Oc3c(NC(=O)NC(C)C)cccc3C(=O)N([C@H](C)CO)C[C@H]2C)cc1,6,8,-0.6,7,-2[16.7 µM],·,-1
COc1cc2[nH]c(=S)nc(NCc3ccccn3)c2cc1OC,11,-8,1.6,21,·,-13,4
CSc1ccccc1NC(=O)NCCCl,-35,4,1.2,14,-2,10,4
CCCCNC(=O)C(NC(=O)c1ccc(C(F)(F)F)cc1)C(=O)c1ccccc1 (configuration not stated),10,-1,1.4,7,·,-4,-9
COc1cccc(C#Cc2ccc3c(c2)O[C@H](CN(C)C(C)=O)[C@H](C)CN([C@H](C)CO)S3(=O)=O)c1,-9,4,1.8,·,1[16.7 µM],10,10
C[C@@H]1CN([C@@H](C)CO)C(=O)c2cc(NC(=O)Nc3ccccc3)ccc2O[C@H]1CN(C)C(=O)Nc1ccc(C(F)(F)F)cc1,-29,-7,-1.4,·,0[16.7 µM],·,11
CCc1nc2ccc(C(=O)NCCCn3ccnc3)cn2c1N(C)CCC(C)C,-2,-5,-1.6,19,-6,8,11
CN1C(=O)c2cc(NC(=O)C3CCCCC3)ccc2OC[C@H]2O[C@@H](CC(=O)NCCc3ccncc3)CC[C@@H]21,-13,-7,3.6,-1,-1[16.7 µM],-1,-9
CCn1c(=NC(=O)COc2ccccc2)sc2cccc(F)c21,-2,1,-0.6,-18,-1,-2,1
COc1ccc(N(C)C(=O)c2onc3c2CCCC3)cc1,11,-9,0.4,29,·,2,-3
O=C(Nc1cccc(C(=O)O)c1)/C(=C\c1ccccc1Cl)NC(=O)c1ccco1,26,-8,-1.1,-27,-1,·,-7

Additional compounds follow:
smiles,GSIS activator,DENV2 CPE rescue,F508del corr,PAX8 inh HTS,miR122 inh,FN deposition inh,EWS-Fli inh
CCCCNC(=NCc1cccc(C(F)(F)F)c1)Nc1ccccc1,-50,-1,2.4,18,-9,8,27
O=C(O)c1cccc2c1C(=O)N(C1CCCCC1)C2,-6,3,-3.7,-7,-5,-10,-2
C=CC[N+]1(CC=C)CCOCC1,-3,7,-2.4,30,-4,1,-4
O=C(C1CCN(Cc2ccccc2)CC1)N1CCN(C/C=C/c2ccccc2)CC1,38,·,·,15,-24,6,·
CN(Cc1cn(-c2ccccc2)nc1-c1ccc(F)cc1)C(=O)CCC(=O)O,13,·,·,10,·,-2,12
CCNC(=O)C[C@@H]1CC[C@@H]2[C@@H](COc3ccc(NC(=O)c4ccc(C(F)(F)F)cc4)cc3C(=O)N2C)O1,3,7,1.4,2,5[16.7 µM],-4,-5
CS(=O)(=O)Nc1ccc(S(=O)(=O)NC2CCCCC2)cc1,2,0,3.6,4,6,3,-5
COc1ccc2[nH]cc(/C=C/C(=O)c3ccccc3)c2c1,4,20,-1.9,-219,·,0,-49
CCOC(=O)C1=C[C@@H](C(C)(C)C)N(S(=O)(=O)c2ccc(C)cc2)[C@H]1c1ccc(Cl)c(Cl)c1,-5,4,-1.0,16,-3,0,0
CCC(=O)NC(c1cc(Cl)c2cccnc2c1O)C1CC1 (configuration not stated),-5,3,0.9,66*,·,9,27
CN1C[C@@H](O)COC[C@H]2O[C@H](CC(=O)NC3CCC3)CC[C@@H]21,5,2,-0.9,-12,-4[16.7 µM],-6,3
CC(C)C[C@@H](COc1ccccc1)N1CCN(CC(C)C)CCC1=O,-23,-6,-0.2,6,-1,-7,10
O=C1CN(S(=O)(=O)Cc2ccccc2)C[C@@H]2[C@H](c3ccc(C#Cc4ccc(F)cc4)cc3)[C@H](CO)N12,-24,11,-0.3,80*,·,10,-15
CCOc1ccc(OCC)c(NC(=O)Nc2ccc3c(c2)N(C)C(=O)CS3)c1,16,-7,-0.9,8,11,2,18
CCn1cc(CNC(=O)/C=C/c2cnn(C)c2)c(C)n1,3,·,·,2,·,·,11

Next results follow:
smiles,GSIS activator,DENV2 CPE rescue,F508del corr,PAX8 inh HTS,miR122 inh,FN deposition inh,EWS-Fli inh
COC(=O)c1ccc(NC(CC(C)C)C(=O)OC)c([N+](=O)[O-])c1 (configuration not stated),3,·,·,-2,·,-4,·
O=C(O)c1cccc(NS(=O)(=O)c2ccc(-c3ccc(S(=O)(=O)Nc4cccc(C(=O)O)c4)cc3)cc2)c1,3,1,-4.3,11,·,-6,11
COc1ccc(NC(=O)c2cc(-c3sc(NC(=O)c4ccccc4)nc3C)n(Cc3ccccc3)n2)cc1,-1,12,-3.5,29,·,5,8
CC(=Nc1cccc(O)c1)c1sc2ccccc2c1O,-2,-2,-1.6,·,-4,·,-104
CC(=O)N1CC2(C1)[C@H](c1ccccc1)[C@H](CO)N2S(=O)(=O)c1ccccc1,8,-12,-0.6,1,·,·,-3
Nc1cc(Cl)ccc1C(=O)OCC(=O)N1CCCC1,10,-7,-0.9,-70,-5,1,-9
COc1ccc(NC(=O)N2CCC3(CC2)CN(C(=O)C2CCC2)[C@@H](CO)c2c3c3ccc(OC)cc3n2C)cc1,-8,7,0.3,·,·,-1,7
CCOC(=O)Cc1csc(NC(=O)CC(C)(C)C)n1,·,·,·,-74,4,9,·
COCC(=O)N(C)C[C@H]1Oc2cc(-c3ccc(F)cc3)ccc2S(=O)(=O)N([C@H](C)CO)C[C@H]1C,-4,-2,-2.3,·,-12[16.7 µM],-5,6
CN(Cc1cccnc1)Cc1c(C(=O)N2CCc3ccccc3C2)nc2ccc(Cl)cn12,6,·,·,35,·,-4,·
O=C(CN1CCN(S(=O)(=O)c2cccs2)CC1)N1CCCCC1,0,4,-3.0,10,-2,3,-7
C[C@H](NC(=O)[C@H]1N[C@H]2c3ccc(-c4cncnc4)c(=O)n3C[C@H]2[C@@H]1CO)c1ccccc1,21,-5,-3.5,-1,4[16.7 µM],·,1
CC(NC(=O)C1CCC(CNS(=O)(=O)c2ccc3c(c2)C(C)(C)C(=O)N3C)CC1)c1ccccc1 (configuration not stated),-20,?,3.7,17,-6,10,16
CN(c1ccccc1)S(=O)(=O)c1cccc(C(=O)Nc2ccc(N3CCOCC3)cc2)c1,1,-2,1.8,21,·,2,13
